# Screening data deposited in PubChem by The Scripps Research Institute Molecular Screening Center.
# LYPLA1 counter = LYPLA1 inhibitors, primary screen, counter-screen for PME1 inhibitor project, biochemical, fluorescence polarization, FP-Rh probe ABPP. inhibition, % at 5.9 µM. Acyl-protein thioesterase 1 (Homo sapiens), O75608. recombinant LYPLA1. AID 2174, 2009. actives 0.16% (n = 320,000);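 active means inhibition above the mean of all tested compounds plus 3 SD, set per campaign, cut at about 14% in these data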;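 further: inhibitors block serine hydrolase probe labeling of LYPLA1 so polarization falls; 0% = enzyme with DMSO and 100% = wells lacking LYPLA1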
# LYPLA2 inh = LYPLA2 inhibitors, primary screen, counter-screen for PME1 inhibitor project, biochemical, fluorescence polarization, FP-Rh probe ABPP; Acyl-protein thioesterase 2 (Homo sapiens), O95372; actives 0.38% (n = 320,000); recombinant LYPLA2; inhibition, % at 5.9 µM;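 active means inhibition above the screen-wide mean plus 3 SD, limit set per campaign, cut at about 26% in these data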;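 further: 0% = LYPLA2 with DMSO and 100% = wells lacking LYPLA2 enzyme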
# ZTA counter = blocks Epstein-Barr virus ZTA, an EBNA-1 counter-screen. P03206. ZTA-DNA binding, fluorescence polarization. inhibition, % at 11 µM. actives 0.15% (n = 320,000); in the data active means inhibition above about 33%
# Target sequence (P03206 whole entry, looked up): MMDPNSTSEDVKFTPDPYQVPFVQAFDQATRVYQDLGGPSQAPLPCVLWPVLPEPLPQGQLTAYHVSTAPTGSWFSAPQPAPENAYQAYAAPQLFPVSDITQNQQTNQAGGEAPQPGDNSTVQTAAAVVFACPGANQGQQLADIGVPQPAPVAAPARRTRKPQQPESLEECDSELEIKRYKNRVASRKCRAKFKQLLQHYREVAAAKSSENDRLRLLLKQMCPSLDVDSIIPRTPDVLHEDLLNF
# PAD4 FP inh = human PAD4 inhibitors, primary screen, biochemical, fluorescence polarization, 1536-well format. recombinant PAD4, RCA probe fluorescence polarization. inhibition, % at 6.36 µM. actives 0.41% (n = 330,000). AID 485272, 2010;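 active means percent inhibition above a cutoff equal to the mean of all tested compounds plus 3 SD, cut at about 15% in these data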;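 further: 0% = PAD4 with RCA probe and DMSO and 100% = probe without PAD4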
# Target sequence (Q9UM07 whole entry, looked up): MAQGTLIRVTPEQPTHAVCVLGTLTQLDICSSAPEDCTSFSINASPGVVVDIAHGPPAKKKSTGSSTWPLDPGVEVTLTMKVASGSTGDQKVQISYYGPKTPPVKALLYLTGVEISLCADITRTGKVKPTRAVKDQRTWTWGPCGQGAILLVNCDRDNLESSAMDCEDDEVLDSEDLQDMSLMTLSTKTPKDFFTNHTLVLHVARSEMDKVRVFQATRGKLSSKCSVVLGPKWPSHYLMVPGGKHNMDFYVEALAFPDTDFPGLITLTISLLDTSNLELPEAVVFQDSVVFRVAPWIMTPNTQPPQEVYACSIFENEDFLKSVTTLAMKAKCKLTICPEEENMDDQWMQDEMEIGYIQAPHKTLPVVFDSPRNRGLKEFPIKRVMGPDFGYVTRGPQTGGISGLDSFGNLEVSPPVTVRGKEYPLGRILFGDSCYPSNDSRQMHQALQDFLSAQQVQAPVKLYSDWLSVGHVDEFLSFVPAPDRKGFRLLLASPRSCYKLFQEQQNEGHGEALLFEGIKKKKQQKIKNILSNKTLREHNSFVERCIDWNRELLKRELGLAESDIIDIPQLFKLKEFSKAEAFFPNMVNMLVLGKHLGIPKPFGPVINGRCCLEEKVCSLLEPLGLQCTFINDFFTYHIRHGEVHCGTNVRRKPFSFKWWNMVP
# GSTO1 counter = inhibitors of recombinant GSTO1, primary screen, counter-screen for RBBP9 inhibitor project, biochemical, fluorescence polarization; activity-based probe fluorescence polarization; inhibition, % at 5.96 µM; actives 1.1% (n = 300,000); AID 1974, 2009;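 active means inhibition above the campaign mean inhibition plus 3 SD, cut at about 35% in these data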;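 further: 0% = GSTO1-1 with DMSO and 100% = wells lacking GSTO1-1 enzyme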
# PAFAH1B3 inh = PAFAH1B3 enzyme inhibitors, primary screen, biochemical, fluorescence polarization, human; recombinant PAFAH1B3, FP-rhodamine probe; inhibition, % at 3.39 µM; actives 0.28% (n = 340,000); AID 492972, 2010;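 active means inhibition above the screen-wide average of all tested compounds plus 3 SD, cut at about 25% in these data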;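 further: 0% = enzyme with DMSO only and 100% = wells lacking PAFAH1B3 protein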
# PAFAH2 FP inh = PAFAH2 enzyme inhibitors, primary screen, biochemical, fluorescence polarization, human; actives 0.99% (n = 340,000); recombinant PAFAH2, FP-rhodamine activity probe; inhibition, % at 3.39 µM; Platelet-activating factor acetylhydrolase 2, cytoplasmic (Homo sapiens), Q99487; AID 492956, 2010;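 active means inhibition above the mean over all tested compounds plus 3 SD, cut at about 30% in these data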;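 further: inhibitors block probe labeling of enzyme so polarization drops; 0% = enzyme with DMSO and 100% = wells lacking PAFAH2 protein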
# PREPL inhibitor = PREPL enzyme inhibitors, primary screen, biochemical, fluorescence polarization | actives 0.68% (n = 320,000) | Prolyl endopeptidase-like (Homo sapiens), Q4J6C6 | inhibition, % at 5.96 µM | recombinant PREPL, fluorescence polarization activity-based probe; in the data active means inhibition above about 43%;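 further: 0% = enzyme with DMSO and 100% = wells lacking enzyme; many of its hits are not listed in these tables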
# EBNA-1 inhibitor = EBNA-1 DNA-binding inhibitors, primary screen, biochemical, fluorescence polarization; inhibition, % at 14.8 µM; actives 0.34% (n = 300,000); AID 1950, 2009; in the data active means inhibition above about 28%
# * hit, by the source's call; nt = not tested or not shown. An excerpt, so the mix of outcomes need not match the whole.
SMILES,LYPLA1 counter,LYPLA2 inh,ZTA counter,PAD4 FP inh,GSTO1 counter,PAFAH1B3 inh,PAFAH2 FP inh,PREPL inhibitor,EBNA-1 inhibitor
O=C(Cn1nnc2ccccc21)c1ccccc1,2,-4,-11,-1,7,0,4,-4,-9
O=C(COc1ccc(Cl)cc1)N1CCN(C(=O)c2ccccc2F)CC1,3,14,6,2,1,-1,9,-9,7
CCCc1nc2ccccc2c(C(=O)OCC(=O)NCc2ccco2)c1CC,-3,-2,-22,-4,11,1,-2,0,1
CCc1ccc(OCC(=O)Nc2ncc3c(n2)CC(C)(C)CC3=O)cc1,2,1,-15,-5,-2,1,-2,22,-12
COc1ccc(/C=C2/CCCC(C(=O)C(F)(F)F)=C2O)cc1OC,4,15,-5,-3,3,-4,7,1,-2
CCOc1ccc(/C=N/n2nnnc2N)cc1OCC,1,2,-15,0,5,10,0,11,-5
CCc1nn2c(N3CCOCC3)cc(C)nc2c1-c1ccccc1,-3,3,0,-4,-3,0,2,-7,-9
CSc1nnnn1-c1ccc(C)c(Cl)c1,4,-3,12,-3,-1,10,-4,2,-1
COc1cc(/C=N/Nc2nc(=O)[nH]nc2C)ccc1O,-2,-8,-5,-6,-4,3,2,-38,-17
COc1ccc(/C=N/NC(=O)C2c3ccccc3Oc3ccccc32)c(OC)c1,-3,-9,-13,0,-1,-5,-12,-9,0
COc1ccc(/C=C/C(=O)c2cc(Br)ccc2OC(=O)c2ccco2)cc1OC,-2,6,4,-1,-8,1,-3,23,7
CCOc1ccc(C(=O)n2cnnc2N)cc1,-2,1,-2,-2,0,-5,7,27,-3
CCCC(=O)C1=C(O)C(C(=O)OC)C(C)(C)CC1=Nc1ccncc1 (stereo not drawn),-1,-6,8,0,0,5,3,1,7
O=C(NCCCN1CCOCC1)c1cc2c(s1)CSC2,-1,-1,0,3,-6,2,4,6,-8
O=C(Nc1sc2c(c1C(=O)O)CCCC2)c1ccc(Cl)cc1,4,7,10,-3,-13,7,20,11,8
CC(C)CNC(=O)C(=O)NCc1ccccc1,1,8,-18,-3,2,1,-9,11,2
COc1cccc(-c2ccc3c(c2)S(=O)(=O)c2cccc(C(=O)O)c2C3=O)c1OC,-3,0,-12,-4,nt,3,-68,7,nt
O=C(NC1CC1)C1=C[C@@H](c2csc3ccccc23)C[C@@H](OCc2ccc(CO)cc2)O1,1,0,-7,-1,-3,-3,3,19,-1
O=S(=O)(O)Oc1c[nH]c2ccccc12,-1,1,-1,3,62*,nt,nt,44*,-9
O=C(Nc1ccc2[nH]c(=O)[nH]c2c1)C(F)(F)F,-2,-4,-5,-3,9,8,10,-1,-13
CCN(CC)S(=O)(=O)c1ccc(NC(=O)c2nc3nc(C)cc(C)n3n2)cc1,1,3,-5,0,0,nt,nt,1,-4
CCOc1cc(N2CCOCC2)c(OCC)cc1NC(=O)CN1C(=O)NC(Cc2ccccc2)C1=O (stereo not drawn),0,2,-11,-1,23,1,-10,54*,-2
O=C(CCCCCn1c(=O)[nH]c2ccccc2c1=O)NCCCN1CCN(c2ccccc2F)CC1,-2,-3,-3,-5,0,-5,7,3,-13
COC(=O)Cn1ncc2c3ccccc3n(Cc3ccccc3)c2c1=O,-3,0,-2,-3,1,-2,-6,-3,-8
CNS(=O)(=O)c1cccc(C(=O)OCC(=O)Nc2ccc(-c3nc4ccc(C)cc4s3)cc2)c1,-14,-28,23,-10,-5,-18,-34,-2,103*
CC(C)OC(=O)CN1C(=O)S/C(=C/c2ccc(N3CCCCC3)o2)C1=O,-10,-14,-19,0,-7,-10,-33,-5,0
O=C(Nc1ccccc1)C1=C(O)CC(c2ccoc2)CC1=Nc1ccccc1 (stereo not drawn),1,1,-8,-3,10,2,6,1,2
CC1CCCCC1NS(=O)(=O)CCNC(=O)c1ccccc1 (stereo not drawn),3,4,-6,3,7,7,4,-2,-6
Cc1cc(C)cc(NC(=O)C(OC(=O)Cn2cnc3c2c(=O)n(C)c(=O)n3C)c2ccccc2)c1 (stereo not drawn),-1,3,2,2,-3,4,-1,7,-5
CN(C)S(=O)(=O)c1cccc(COC(=O)c2cccnc2Cl)c1,-3,-6,16,2,20,5,0,6,-5
O=C(c1cc(-c2ccc(Cl)cc2)n(-c2cc(Cl)ccc2Cl)n1)N1CCOCC1,3,7,-3,7,8,2,3,11,3
O=C(c1ccc(Br)o1)N1CCCc2ccccc21,0,-1,-8,4,4,3,-5,8,1
COc1ccc(-c2cc(C(F)(F)F)nc(N3CCN(C)CC3)n2)cc1,1,7,-2,4,5,4,-8,-48,-5
c1ccc(COCCN2CCN(CCOCc3ccccc3)CC2)cc1,-4,2,-9,0,7,3,-6,1,8
Cc1c(C)c2ccc(OCC(=O)N(C)C3CCS(=O)(=O)C3)c(C)c2oc1=O (stereo not drawn),-6,-2,-12,2,3,7,0,11,5
CC(=O)N1CCc2cc(S(=O)(=O)NC(C(=O)NC(C)c3ccccc3)C(C)C)ccc21 (stereo not drawn),1,-10,3,3,-6,3,-6,-4,-3
Cn1c(=O)n(CC(=O)NCC2CCCO2)c(=O)c2c3c(sc21)COC(C)(C)C3 (stereo not drawn),-3,1,4,2,1,6,-6,-3,7
CNC(=O)CN(CCc1ccccc1)S(=O)(=O)c1ccc(OC)cc1,1,3,9,1,1,2,4,4,0
CC1CCN(C(=O)COC(=O)Cc2c[nH]c3ccccc23)CC1,0,3,-18,2,9,0,4,10,5
COc1ccc(S(=O)(=O)N(C)c2ccc(C(=O)N3CCCCC3)cc2)cc1OC,0,4,-4,9,1,-4,4,3,4
O=C(O)c1cc(S(=O)(=O)N(Cc2ccccc2)c2ccccc2Cl)ccc1Cl,-1,4,2,1,1,19,7,1,8
CC(C)(C)OC(=O)C[C@@H]1C/C=C\C[C@@H](CC(=O)N[C@@H](CO)Cc2ccccc2)C(=O)N2CCC[C@@H]2COC1=O,nt,nt,nt,-4,nt,1,0,26,nt
O=C1c2ccc(Cl)cc2S(=O)(=O)c2cccc(C(=O)N3CCN(c4ncc(Br)cn4)CC3)c21,5,15,-10,0,nt,-7,4,10,nt
CCCCCCCC(=O)N/N=C/c1ccncc1,2,10,-16,1,6,11,6,-18,-7
O=C(c1ccccc1)n1c(=O)cc[nH]c1=O,-1,3,3,4,4,5,8,16,9
CC1CCCCN1S(=O)(=O)c1ccc2c(c1)C(C)(C)C(=O)N2C (stereo not drawn),5,3,11,-2,-2,3,-2,-1,10
CC(=O)N1[C@H](C)C=C[C@]1(Cc1ccccc1)C(=O)NCc1cc(F)cc(C(F)(F)F)c1,-1,-4,15,1,-2,10,2,-3,8
CCOC(=O)c1ccc(NC(=O)CN2C(=O)CCC2=O)cc1,1,11,-14,1,4,2,-1,-10,3
N#CCSc1nc2ccccc2c(=O)n1CC1CCCC1,2,10,-18,0,-9,-4,-1,12,5
O=S(=O)(c1ccccc1)c1nc(-c2ccccc2Cl)oc1NCCN1CCOCC1,-1,1,1,-3,4,3,4,1,9
CC(C)c1ccc(NC2CCCN(C(=O)c3ccsc3)C2)cc1 (stereo not drawn),-1,1,11,-5,7,5,0,14,1
Cc1nc(NCC2CCCO2)[nH]c(=O)c1CCC(C)C (stereo not drawn),2,1,4,2,5,1,-6,10,-4
COC(=O)c1ccc(COc2ccc(/C=C(\C#N)c3nc4ccccc4[nH]3)cc2OC)o1,-26,-58,10,-2,-6,-19,-20,5,2
CN(C)C(=O)COc1ccc(C(=O)/C=C/c2cccnc2)cc1,3,-1,5,-6,9,10,3,-16,-13
CCN(C(=O)CSc1nnc(COc2ccccc2F)n1N)C1CCS(=O)(=O)C1 (stereo not drawn),1,2,-5,-4,-1,6,1,19,-2
O=C1CC(Cc2ccc(Cl)cc2)C(=O)N1c1ccccn1 (stereo not drawn),1,4,5,-1,-1,1,0,3,10
CC(C)c1ccc(-c2nc(N3CCCCCC3)nc3n[nH]c(N)c23)cc1,0,6,11,-2,5,8,-3,3,10
CCOC(=O)c1cccc(NC(=O)c2ccco2)c1,-1,3,3,0,-8,7,4,-1,0
C/C(=N\Nc1ccc(Cl)c(C(=O)O)c1)c1cccs1,2,7,-13,0,11,10,8,7,0
Cc1ccc(S(=O)(=O)NCC2CCC(C(=O)NCCCOC(C)C)CC2)cc1 (stereo not drawn),2,2,0,0,3,nt,nt,4,6

# Structures shown so far containing a cyano group:
SMILES,LYPLA1 counter,LYPLA2 inh,ZTA counter,PAD4 FP inh,GSTO1 counter,PAFAH1B3 inh,PAFAH2 FP inh,PREPL inhibitor,EBNA-1 inhibitor
N#CCSc1nc2ccccc2c(=O)n1CC1CCCC1,2,10,-18,0,-9,-4,-1,12,5
COC(=O)c1ccc(COc2ccc(/C=C(\C#N)c3nc4ccccc4[nH]3)cc2OC)o1,-26,-58,10,-2,-6,-19,-20,5,2

# Remaining list, next part:
SMILES,LYPLA1 counter,LYPLA2 inh,ZTA counter,PAD4 FP inh,GSTO1 counter,PAFAH1B3 inh,PAFAH2 FP inh,PREPL inhibitor,EBNA-1 inhibitor
CCOc1cc(NS(=O)(=O)CC)c(OCC)cc1NC(=O)c1ccco1,2,5,12,-8,4,9,6,6,16
COc1ccccc1NC(=O)C(NC(=O)OC(C)(C)C)C(C)OCc1ccccc1 (stereo not drawn),-1,-1,7,-1,-1,-2,-2,6,3
CN(C(=O)c1cccc(N2C(=O)C3C4C=CC(C4)C3C2=O)c1)C1CCCCC1 (stereo not drawn),4,16,-5,4,4,9,1,-8,-11
CC(=O)N(c1ccc(C)cc1)C1C=CS(=O)(=O)C1 (stereo not drawn),1,-3,-11,0,-5,13,3,6,-8
Cc1nn(C)cc1C(=O)Nc1c(C)nn(Cc2ccccc2Cl)c1C,4,-2,17,2,3,7,2,2,-5
Nc1c(C(=O)Nc2ccc3c(c2)OCCO3)nnn1Cc1ccc(Br)cc1,-2,-1,16,1,-12,7,2,2,13
Cc1c(Cl)cccc1NC(=O)CCN1CCCCCC1,1,9,-12,0,-3,-4,7,22,-17
Cc1cc(NC(=O)c2ccccc2)n(C)n1,-1,-4,19,5,-8,9,1,1,9
COc1cc2nc(Cl)nc(N3CCOCC3)c2cc1OC,3,0,-10,-4,-1,-2,-3,-3,1
Cc1cc(=O)[nH]c(Nc2ccccc2C)n1,4,4,-12,2,0,1,1,24,7
CCCN(Cc1cc2cc(OC)ccc2[nH]c1=O)C(=O)c1ccncc1,1,9,5,5,-3,3,0,9,8
COc1ccc(NC(=O)c2nc[nH]c2C(=O)N(C)Cc2ccccc2)cc1,-1,0,11,-2,6,5,-6,4,-1
CCCCc1c(O)nc(SCC(=O)Nc2ccc(C)cc2)n(-c2ccc(OC)cc2)c1=O,6,-1,-2,-2,3,10,-1,10,-5
Cc1ccc(C(=O)N2CCN(C)CC2)cc1S(=O)(=O)N1CCOCC1,-3,-4,5,1,4,-4,-7,4,-3
NC(=O)CSc1nnc(CSc2ncccn2)n1-c1ccccc1,-2,1,1,-6,0,-3,-6,-3,-2

# PREPL inhibitor, what is marked active above.
mol | PAD4 FP inh | PAFAH1B3 inh | PAFAH2 FP inh | PREPL inhibitor | EBNA-1 inhibitor
O=S(=O)(O)Oc1c[nH]c2ccccc12 | 3 | nt | nt | 44* | -9
CCOc1cc(N2CCOCC2)c(OCC)cc1NC(=O)CN1C(=O)NC(Cc2ccccc2)C1=O (stereo not drawn) | -1 | 1 | -10 | 54* | -2
